# Xi reactivation: activators of inactive X chromosome reactivation, primary screen, imaging, XiGFP fibroblasts, GFP high-content imaging, set 2; XiGFP mouse fibroblasts, % GFP-positive cells imaging, 3 d; cells co-treated with 5-aza-dC sensitizer; scaled so ellipticine positive control = 100%; activation, % at 7.58 µM; actives 0.055% (n = 360,000);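 active = mean normalized replicate activation at least 10% and every replicate at or above 10%; inconclusive = only one of the two criteria met; inactive = mean below 10% and not all replicates reach 10%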;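 note: 0% = median of on-plate neutral control wells and 100% = ellipticine 6 µM median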
#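 Material: XiGFP fibroblasts, SV40-immortalized. Buffer or medium: DMEM plus 5-aza-dC sensitizer. Compound: single concentration per compound, delivered by pin transfer. Times: 3 days compound exposure. Controls: ellipticine 6 µM.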
# PAX8 reporter: inhibitors of PAX8-driven TPO luciferase reporter, primary screen, RMG-I cells, single concentration; SteadyGlo, 24 h; inhibition, % at 12.6 µM; actives 1.2% (n = 360,000); AID 652154, 2013;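 active = mean replicate inhibition at least 60% with every replicate also reaching 60%; inconclusive = only one of the two criteria is met; inactive = mean below 60% and not all replicates reaching 60%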;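 note: luciferase light reporting Pax8 driven TPO promoter activity; plate controls were median of neutral control wells for no effect and mitoxantrone controls for full effect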
# EWS-Fli block: EWS/Fli-driven NR0B1 reporter inhibitors, primary screen, A673 cells, NR0B1 luciferase, luminescence, MLPCN library; viability-normalised; inhibition, % at 12.6 µM; actives 0.67% (n = 350,000); AID 651661, 2012;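 active = mean inhibition of at least 50% after viability correction, with every replicate also passing that limit; inconclusive = mean reaches 50% but only one of two replicates passes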;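 note: firefly luciferase signal divided by Alamar Blue viability fluorescence both relative to DMSO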
# GSIS activator: GLuc luminescence reporter in INS-1E cells, primary screen for activators of glucose-dependent secretion of insulin. actives 0.61% (n = 370,000). INS-1E GLuc reporter insulin secretion, 2-3 h. activation, % at 16.6 µM;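 active = lowest replicate activation of at least 40%, so every replicate reaches that level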;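 note: 0% = median of neutral control wells and 100% = median of IBMX positive control wells; some compounds called inactive have numbers as strong as hits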
# ERp5 inh: inhibitors of ERp5-driven insulin aggregation, primary screen, biochemical, turbidity, absorbance 650 nm, single point; 90 min; Protein disulfide-isomerase A6 (Homo sapiens), Q15084; actives 0.05% (n = 350,000); AID 651711, 2012; inhibition, % at 9.99 µM;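 active = mean replicate inhibition above about 25%, with every replicate also reaching it, limit read from the data, passing the limit was not always enough; inconclusive = only one of those two criteria met; inactive = neither criterion met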
# Target sequence (Q15084 whole entry, looked up): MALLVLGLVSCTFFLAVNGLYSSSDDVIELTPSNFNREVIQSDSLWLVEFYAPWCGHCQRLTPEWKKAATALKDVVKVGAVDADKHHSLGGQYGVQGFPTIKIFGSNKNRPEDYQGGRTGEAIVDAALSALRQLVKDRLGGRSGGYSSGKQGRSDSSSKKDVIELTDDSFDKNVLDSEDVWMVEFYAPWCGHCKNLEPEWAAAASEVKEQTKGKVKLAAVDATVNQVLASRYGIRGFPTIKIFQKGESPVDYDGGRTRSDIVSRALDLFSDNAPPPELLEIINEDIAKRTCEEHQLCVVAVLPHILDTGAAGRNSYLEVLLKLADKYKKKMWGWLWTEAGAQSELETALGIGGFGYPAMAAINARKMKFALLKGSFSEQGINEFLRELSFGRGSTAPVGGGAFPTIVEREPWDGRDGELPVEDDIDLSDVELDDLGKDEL
# DENV2 CPE: inhibitors of DENV2 cytopathic effect, primary screen, cell-based, plate reader, single concentration; DENV2-infected cells, cytopathic effect rescue; actives 1.7% (n = 350,000); CPE inhibition, % at 9.99 µM; in the data active = CPE inhibition above about 20%, passing the limit was not always enough; inconclusive = no clear call, values can overlap the other calls; tested in BHK-21 cells;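 note: 0% = median of neutral control wells and 100% = median of positive control wells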
# F508del corr: F508del CFTR correction, initial screen, CFBE line, single point; AID 720511, 2013; actives 0.36% (n = 350,000); activity (quench increase), % at 7.58 µM; CFBE cells, YFP halide quenching; stimulated with forskolin plus potentiator P3; % fluorescence drop versus neutral controls;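 active = mean added fluorescence quench of at least 8% versus neutral control, with both replicates also reaching 8%; inconclusive = only one of the mean or replicate conditions met; inactive = mean below 8% and not both replicates reaching 8%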;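 note: cells transiently co-express mutant CFTR-F508del with the halide-sensitive YFP; corrector assay measuring rescue of mutant channel to the surface after 24 h compound exposure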
# ARNT-TACC3 inh: disruptors of ARNT/TACC3 protein interaction, primary screen, biochemical, AlphaScreen, single concentration; AlphaScreen His-ARNT PAS-B/GST-TACC3 binding, luminescence; TACC3 fragment carries E629A point mutation; inhibition, % at 9.99 µM; actives 0.66% (n = 390,000);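 active = mean inhibition of replicates at least 50% and at least half of replicates each reaching 50%; inconclusive = half or more replicates reach 50% but mean below 50%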;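 note: 0% = complete ARNT plus TACC3 wells and 100% = ARNT alone without TACC3; many hits fall short of the cut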
# Starred values were filed as active, the others as inactive; ? = inconclusive; / = not tested or not shown; & = joins results of further samples. Random draw from the library; about 4.2% have a hit in one of these screens.
no.	SMILES	Xi reactivation	PAX8 reporter	EWS-Fli block	GSIS activator
1	Cc1ccccc1OCC(=O)NCC(=O)N/N=C/c1cccc([N+](=O)[O-])c1	0.0	0	-16	7
2	CC(C)(C)C1CCC(=NNC(=O)C2COc3ccccc3O2)CC1 (configuration not stated)	0.1	-1	0	4
3	CCC(=O)N(C)C[C@@H]1[C@@H](c2ccc(-c3cccnc3)cc2)[C@H](CO)N1C(C)=O	0.0	-37	1	2
4	C[C@H](CO)N1C[C@H](C)[C@H](CN(C)Cc2ccc3cccnc3c2)OCc2cnnn2CCCC1=O	0.2	8	10	9
5	Cc1ccc(S(=O)(=O)N2CC(O)C[C@H]2C(=O)OCC(=O)N2CCN(c3ccc(F)cc3)CC2)cc1C (some centres not stated)	0.0	6	6	-2
6	O=C(Nc1ccccc1)N1CCCCN2[C@H](CO)[C@@H](c3ccc(Br)cc3)[C@H]2C1	0.4	-11	2	-12
7	Cc1ccc(C)c(-n2cc[nH]c2=S)c1	0.1	-28	/	5
8	CC(C)c1onc(C(=O)NCc2cccs2)c1[N+](=O)[O-]	0.1	10	13	-5
9	CC(NC(=O)CN(C)S(=O)(=O)c1cccc2nsnc12)c1ccccc1 (configuration not stated)	0.0	-11	3	6
10	C[C@@H]1CN([C@H](C)CO)C(=O)c2cccc(NC(=O)C3CCCCC3)c2O[C@@H]1CN(C)Cc1ccccc1	0.2	-19	-3	0
11	COCC(=O)Nc1ccc2c(c1)C(=O)N(C)[C@@H]1CC[C@@H](CC(=O)Nc3cn(C)nc3C)O[C@@H]1CO2	0.1	0	-6	-3
12	CNC[C@H]1Oc2cc(Br)ccc2S(=O)(=O)N([C@@H](C)CO)C[C@@H]1C	0.0&-0.2	6&0	-2&-6&-11	-5&3
13	Cc1ccccc1-n1c(SCC(=O)N(C)C2CCS(=O)(=O)C2)nnc1-c1ccncc1 (configuration not stated)	-0.1	-12	4	6
14	Cc1ccc(-c2cc(C(=O)N/N=C/c3ccc([N+](=O)[O-])o3)c3ccccc3n2)o1	0.0	-49	/	0
15	COc1ccc(NC(=O)CN(C)C(=O)CNC(=O)c2ccc(C)s2)cc1	0.4	-6	-7	12

no.	ERp5 inh	DENV2 CPE	F508del corr	ARNT-TACC3 inh
1	1	-4	0.0	/
2	2	8	-0.8	-7
3	8	-4	-0.4	-1
4	/	/	5.2	/
5	-4	3	0.8	20
6	-1	5	-2.5	-4
7	/	/	/	-3
8	9	-3	1.2	-1
9	6	-3	-0.2	6
10	-2	-6	0.2	18
11	/	0	0.6	3
12	2&-41&-4	?	1.2&-1.4&-1.6	-2&7
13	0	2	-1.8	2
14	0	-9	0.6	1
15	-7	-36	1.1	-1

# Random excerpt: two compounds from above.
no.	SMILES	Xi reactivation	PAX8 reporter	EWS-Fli block	GSIS activator
3	CCC(=O)N(C)C[C@@H]1[C@@H](c2ccc(-c3cccnc3)cc2)[C@H](CO)N1C(C)=O	0.0	-37	1	2
11	COCC(=O)Nc1ccc2c(c1)C(=O)N(C)[C@@H]1CC[C@@H](CC(=O)Nc3cn(C)nc3C)O[C@@H]1CO2	0.1	0	-6	-3

no.	ERp5 inh	DENV2 CPE	F508del corr	ARNT-TACC3 inh
3	8	-4	-0.4	-1
11	/	0	0.6	3

# The list continues.
no.	SMILES	Xi reactivation	PAX8 reporter	EWS-Fli block	GSIS activator
16	CCOC(=O)C1CCN(S(=O)(=O)c2ccc3oc(=O)ccc3c2)CC1	0.0	4	9	30
17	Cc1cc(=O)oc2cc(NC(=O)c3cccc(F)c3)ccc12	0.0	-36	-100	7
18	C[C@@H]1CN([C@H](C)CO)C(=O)c2cc(C3=CCCC3)cnc2O[C@H]1CN(C)C(=O)C1CC1	-1.2	/	-10	1
19	CCCCC(=O)NC(c1ccc(N(C)C)cc1)c1ccc2cccnc2c1O (configuration not stated)	1.5	86*	42	-13
20	CCOC(=O)C1(C#N)C(=O)CSC1=Nc1ccccc1Cl (configuration not stated)	0.0	5	-3	0
21	COc1ccccc1-c1cnc2c(c1)C(=O)N([C@@H](C)CO)C[C@H](C)[C@@H](CN(C)Cc1ccc(C(=O)O)cc1)O2	-0.5	/	-15	22
22	CCCCNC(=O)C1c2ccccc2OCC(=O)N1CCc1ccc(OC)c(OC)c1 (configuration not stated)	0.2	-17	-7	14
23	O=NN(Cc1cccnc1)Cc1cccnc1	0.3	-8	-2	18
24	COCCCN1C(=O)C(=O)/C(=C(/O)c2ccc(S(=O)(=O)N3CCCCC3)cc2)C1c1cccc(OC)c1 (configuration not stated)	0.0	-8	/	5
25	CCCCCc1ccc(-c2cn(CC3CCCCC3)nn2)cc1	0.1	-5	-14	-7
26	C[C@@H]1CN([C@H](C)CO)C(=O)c2cc(C#Cc3ccccc3F)cnc2O[C@H]1CN(C)C(=O)c1ccc2c(c1)OCO2	-0.8	/	7	-44
27	CCCC#Cc1ccc2c(c1)O[C@H](CN(C)C(=O)NC(C)C)[C@@H](C)CN([C@H](C)CO)S2(=O)=O	0.5	/	9	-10
28	CCC1=NN(C(=O)C(=O)Nc2ccc(Br)cc2)C(O)(C(F)(F)F)C1 (configuration not stated)	0.1	1	12	-14
29	COC(=O)[C@]12CCCCC=C1N(Cc1ccco1)C(=O)[C@H](CC(=O)NCc1ccccc1)C2	-0.1	4	-1	-17
30	C[C@@H]1CN([C@@H](C)CO)C(=O)c2cc(NS(=O)(=O)c3ccc(F)cc3)ccc2O[C@@H](C)CCCCO[C@@H]1CN(C)C(=O)CCC(F)(F)F	0.3	-9	-4	-9

no.	ERp5 inh	DENV2 CPE	F508del corr	ARNT-TACC3 inh
16	1	1	-0.7	3
17	0	3	-1.0	4
18	/	/	-3.1	/
19	4	-14	-12	60*
20	-4	7	1.9	/
21	-2	-15	-6.4	/
22	-3	10	0.4	/
23	8	6	-0.2	/
24	2	1	0.9	-12
25	0	-10	0.2	-5
26	-3	4	1.6	3
27	2	-1	-2.3	7
28	-3	3	3.5	7
29	2	-2	-2.1	/
30	1	14	-2.2	7

# Continuation.
no.	SMILES	Xi reactivation	PAX8 reporter	EWS-Fli block	GSIS activator
31	COc1ccc(C#Cc2cnc3c(c2)C(=O)N([C@@H](C)CO)C[C@@H](C)[C@H](CN(C)C(=O)Nc2cccc(OC)c2)O3)cc1	0.3	/	-7	-11
32	O=C(C[C@@H]1C=C[C@@H](NC(=O)c2ccccn2)[C@@H](CO)O1)NCc1cc(F)cc(F)c1	-0.3	3	-2	5
33	CC(C)(C)c1ccc(OCC(=O)N/N=C/c2ccsc2)cc1	0.1	9	/	-33
34	CCC1=C(OC(=O)N(CC)CC)N2C(=O)OC(=NCCc3c[nH]c4ccccc34)[C@]2(Cc2ccccc2)[C@H]2C1=CC[C@H]1C(=O)N(CC)C(=O)[C@H]12	0.0	11	9	/
35	CC(=O)N1CCN=C1SCc1ccc(F)cc1	0.0	-12	-2	-3
36	CCOC(=O)C1=NS(=O)(=O)NC(C)=C1	-0.1	-18	5	29
37	Cc1ccccc1NC(=O)COc1ccccc1C	0.0	-34	-28	4
38	CN1C(=O)c2cc(NC(=O)Cc3cccs3)ccc2OC[C@H]2O[C@@H](CC(=O)NCC3CC3)CC[C@@H]21	0.0	-9	0	-2
39	COc1ccc(NC2CCCN(C(=O)CCn3cccn3)C2)cc1 (configuration not stated)	0.2	1	/	4
40	C[C@@H]1CN([C@@H](C)CO)C(=O)c2cc(-c3ccc(F)cc3)cnc2O[C@@H]1CN(C)CC1CCCCC1	/	-9	-7	/
41	CC(C)c1ccc(NC(=S)NNC(=O)c2cccs2)cc1	0.0	-43	-79	-18
42	COc1ccccc1Nc1nc2nonc2nc1N1CCC(C)CC1	0.5	-5	/	30
43	COc1ccc(Cn2nnc3c(=O)[nH]c(C4CCN(S(=O)(=O)c5ccc(C)cc5)CC4)nc32)cc1	0.3	5	17	-15
44	Cc1ccc(S(=O)(=O)NC(=O)c2cccc(C)c2)cc1	0.1	9	/	3
45	CCN(CC(=O)NCc1ccc(Cl)cc1)C(=O)CSc1cc(C)ccc1C	0.0	8	-1	-23

no.	ERp5 inh	DENV2 CPE	F508del corr	ARNT-TACC3 inh
31	/	/	-0.1	/
32	-8	-1	0.0	3
33	/	/	/	4
34	-7	-9	0.6	-23
35	1	17	3.4	/
36	-2	2	-1.5	1
37	3	-4	1.3	8
38	-5	2	-1.4	-28
39	4	2	-1.0	-6
40	-7	4	1.3	0
41	-6	-2	-1.6	9
42	/	/	/	-10
43	1	0	-1.3	/
44	2	2	-0.3	-5
45	1	12	0.0	8

# The listing continues:
no.	SMILES	Xi reactivation	PAX8 reporter	EWS-Fli block	GSIS activator
46	O=C(O)c1ccc(-n2c(/C=C/c3ccccc3)nc3ccccc3c2=O)cc1	0.3	19	-9	-26
47	C[C@H]1CN([C@@H](C)CO)S(=O)(=O)c2ccc(-c3ccccc3)cc2O[C@H]1CN(C)Cc1cccc(F)c1	0.5	/	2	-4
48	Cn1c(=O)c2[nH]c(C3CCCC3)nc2n(C)c1=O	0.1	4	7	-5
49	COc1cc2c(cc1OC)C(C)N(C(=O)c1c(-c3ccccc3)noc1C)CC2 (configuration not stated)	0.1	34	7	3
50	O=C(NCc1cccc(C(F)(F)F)c1)N1CCN(S(=O)(=O)c2ccccc2F)CC1	0.2	4	1	-26
51	Cc1nc(C)c(C(=O)Nc2cccc(C)c2C)s1	0.3	-22	5	13
52	COc1cccc(/C=C/C(=O)N2CCN(S(=O)(=O)c3ccccc3)CC2)c1	0.0	8	5	/
53	COc1ccc(-n2ncc3c(N4CCN(c5cc(C)ccc5C)CC4)ncnc32)cc1	0.1	-3	7	7
54	O=C(NC1CCCC1)N[C@@H]1CC[C@@H](CC(=O)N2CCOCC2)O[C@@H]1CO	0.2&-0.1	4&-3	0	9
55	COc1ccc2c3c(n(C)c2c1)[C@H](CO)N(Cc1ccccc1Cl)CC31CCN(C(C)=O)CC1	0.0	13	3	1
56	CC1CN(S(=O)(=O)c2cccc(C(=O)Nc3ccc(S(=O)(=O)NC4=NCCCCC4)cc3)c2)CC(C)O1 (configuration not stated)	-0.1	4	8	-17
57	Cc1ccc(S(=O)(=O)N[C@H]2CC[C@@H](CCn3cc(-c4cccnc4)nn3)O[C@H]2CO)cc1	0.7	14	0	-15

no.	ERp5 inh	DENV2 CPE	F508del corr	ARNT-TACC3 inh
46	2	7	-2.1	-13
47	0	0	-0.5	0
48	1	-2	3.0	-4
49	1	1	0.6	-1
50	1	-1	-4.6	-10
51	4	6	-0.5	-13
52	3	5	0.0	/
53	11	-8	-4.1	-7
54	1&-2	4&-3	2.6&-2.8	3
55	7	3	0.0	/
56	-3	6	0.5	/
57	7	3	3.8	-2

# Part of the list above, screen by screen:
(50) O=C(NCc1cccc(C(F)(F)F)c1)N1CCN(S(=O)(=O)c2ccccc2F)CC1
(47) C[C@H]1CN([C@@H](C)CO)S(=O)(=O)c2ccc(-c3ccccc3)cc2O[C@H]1CN(C)Cc1cccc(F)c1

entry no.,50,47
Xi reactivation,0.2,0.5
PAX8 reporter,4,/
EWS-Fli block,1,2
GSIS activator,-26,-4
ERp5 inh,1,0
DENV2 CPE,-1,0
F508del corr,-4.6,-0.5
ARNT-TACC3 inh,-10,0

# Screening data as filed in PubChem.
